Assay outcomes deposited in PubChem BioAssay by several laboratories.
Abs 340nm: compound absorbs light at 340 nm. compound absorbance at 340 nm, fold over control. fold change at 10 µM. 65,000 tested, under 10 active;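 active = at 10 µM dose, initial 340 nm absorbance at least 2 fold that of control wells; inactive = change under 2 fold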;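 note: initial absorbance extrapolated from kinetic A340 decline of NADH oxidation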
JNK3 inh: inhibitors of human JNK3 kinase | P53779 | purified JNK3 kinase activity, HTS | inhibition, % at 8 µM | 0.61% of 60,000 active | AID 746; in the data active = inhibition above about 17%;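 note: 0% = DMSO and 100% = reference inhibitor; many of its hits are not listed in these tables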
Hsp90 inh: displaces geldanamycin probe from tumor Hsp90; 0.35% of 64,000 active; P07900; AID 429; inhibition, % at 30 µM; NCI-N417 lysate Hsp90, Cy3B-geldanamycin FP displacement;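 active = inhibition above 50%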;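 note: 0% = tracer plus lysate wells and 100% = tracer alone without lysate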
HER2 expr 66K: lowers expression of human Her2 kinase; P04626; SKBR-3 HER2 protein level, AlphaScreen, 18-24 h; active compounds read low; HER2 level % of control, % at 10 µM; 0.69% of 65,000 active;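 active = HER2 level under 5% of the carrier-only control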;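 note: 100% = DMSO carrier and 0% = 500 nM PU-H71 HSP90 inhibitor; lower value means stronger loss of Her2 protein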
Cdc25B block: human M-phase inducer phosphatase 2 inhibition. AID 368. P30305. inhibition, %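 (compounds tested at 10 µM final in the well)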. recombinant Cdc25B, OMFP fluorescence Ex485/Em525. 0.1% of 65,000 active; in the data active = inhibition above about 50%
Fluor 339 460: intrinsic fluorescence of library compounds, ex339/em460 – biochemical, MLSMR library, data from DPM-DC assay, artefact control, profiling panel. compound autofluorescence, ex339/em460 nm, NADH buffer; active compounds read high; 1 = no-compound wells, NADH background. fluorescence fold increase at 10 µM. 5.5% of 65,000 active. AID 709;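 active = at 10 µM, mean starting fluorescence two-fold or more over control wells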;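 note: signal is the first read of a kinetic run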
PKA kinase inh: PKA (human) kinase inhibition; inhibition, % at 6 µM; PKA Kemptide phosphorylation, Kinase-Glo ATP luminescence; 0.1% of 65,000 active;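 active = inhibition above the screen-wide mean inhibition plus 3 SD, cut at about 21% in these data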; note: many of its hits are not listed in these tables
ROCK2 inh: ROCK2 (human) kinase inhibition | inhibition, % at 6 µM | O75116 | purified ROCK2, Kinase-Glo ATP depletion luminescence | 0.35% of 60,000 active;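 active = inhibition above the screen-wide mean inhibition plus 3 SD, cut at about 18% in these data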;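 note: plate controls were DMSO wells for no effect and Y-27632 control wells after no-enzyme background subtraction for full effect; many of its hits are not listed in these tables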
MKP-1 inh: human dual specificity phosphatase 1 inhibition; recombinant MKP-1, OMFP hydrolysis fluorescence; AID 374; P28562; 0.15% of 65,000 active; inhibition, %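 (compounds tested at a single concentration somewhere between 10 and 100 µM)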;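 active = inhibition above about 50%, limit read from the data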;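 note: 0% = DMSO max control wells and 100% = wells with enzyme stopped by NaOH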
The depositor's hits bear a star; · = no result given.

Start of the listing, in advance:
item	structure	Abs 340nm	JNK3 inh	Hsp90 inh	HER2 expr 66K	Cdc25B block
1	COc1ccc(C)cc1S(=O)(=O)N1CCCC(C(=O)NCC2CCCO2)C1 (stereo not drawn)	1.1	1	-2	85	-1
2	COCCn1c(C)cc(C(=O)CSc2nc(C)nc3sc4c(c23)CCC4)c1C	1	2	-9	81	-12
3	Cc1c(C(=O)N2CCN(c3ncccn3)CC2)sc2nc3n(c(=O)c12)CCCC3	1.1	·	-2	104	13
4	COc1cc2nc(C3CCC3)n(NC(=O)C3CCCC(OC)C3)c(=O)c2cc1OC (stereo not drawn)	0.97	6	0	85	-1
5	Cc1csc(NC(=O)C(NS(=O)(=O)c2ccc(Br)s2)c2ccccc2)n1 (stereo not drawn)	1	·	-6	116	-7
6	Cc1nnsc1-c1nc2ccccc2[nH]1	1.1	1	-3	86	-20

item	Fluor 339 460	PKA kinase inh	ROCK2 inh	MKP-1 inh
1	1.1	-3	0	1
2	1.1	2	2	4
3	1.1	4	·	13
4	1	6	3	8
5	1.1	7	·	-3
6	4.9*	11	4	16

The listing, repeating the preview:
item	structure	Abs 340nm	JNK3 inh	Hsp90 inh	HER2 expr 66K	Cdc25B block
1	COc1ccc(C)cc1S(=O)(=O)N1CCCC(C(=O)NCC2CCCO2)C1 (stereo not drawn)	1.1	1	-2	85	-1
2	COCCn1c(C)cc(C(=O)CSc2nc(C)nc3sc4c(c23)CCC4)c1C	1	2	-9	81	-12
3	Cc1c(C(=O)N2CCN(c3ncccn3)CC2)sc2nc3n(c(=O)c12)CCCC3	1.1	·	-2	104	13
4	COc1cc2nc(C3CCC3)n(NC(=O)C3CCCC(OC)C3)c(=O)c2cc1OC (stereo not drawn)	0.97	6	0	85	-1
5	Cc1csc(NC(=O)C(NS(=O)(=O)c2ccc(Br)s2)c2ccccc2)n1 (stereo not drawn)	1	·	-6	116	-7
6	Cc1nnsc1-c1nc2ccccc2[nH]1	1.1	1	-3	86	-20
7	O=C(NCCc1ccc(Cl)cc1)c1nnc(Cc2ccc(Cl)cc2)o1	1.1	-4	-4	102	-1
8	CCN(CC)c1ccc2c(c1)C(=O)N(C)C2=O	1	-2	-10	94	-1
9	CN1CCN(P(=O)(c2ccccc2)c2nc3ccccc3s2)CC1 (stereo not drawn)	0.98	3	-1	179	-16
10	O=C(NCCn1cc(SCC(=O)N2CCOCC2)c2ccccc21)c1ccccc1	1	7	-1	101	3
11	CCOC(=O)C1=C(C)SC2=NS(=O)(=O)CCN21	1	4	-2	52	-19
12	O=C(Nc1ccc(F)cc1)C1CCC(N2C(=O)c3ccccc3C2=O)CC1 (stereo not drawn)	1.1	·	·	62	-14
13	c1ccc(-c2cccc(-c3ccccn3)n2)nc1	1	-2	2	54	14
14	O=C(C1CCCN(c2nnc(-n3cccc3)s2)C1)N1CCN(c2ccccc2)CC1 (stereo not drawn)	1.1	3	-2	98	-4
15	O=c1cc(N2CCc3ccccc3C2)[nH]c(=O)n1-c1ccc(Br)cc1	0.97	·	-3	106	0

item	Fluor 339 460	PKA kinase inh	ROCK2 inh	MKP-1 inh
1	1.1	-3	0	1
2	1.1	2	2	4
3	1.1	4	·	13
4	1	6	3	8
5	1.1	7	·	-3
6	4.9*	11	4	16
7	1.1	3	-2	9
8	1.2	11	8	-1
9	1	-4	2	4
10	0.84	1	-4	19
11	0.99	-1	3	-2
12	1.1	·	·	8
13	1.1	-5	1	23
14	1.1	0	10	10
15	0.94	13	·	7

(more compounds)
item	structure	Abs 340nm	JNK3 inh	Hsp90 inh	HER2 expr 66K	Cdc25B block
16	OCC1(c2cc(C(F)(F)F)n[nH]2)CCCCC1	1	·	·	70	-10
17	CCCN1CCN(C(c2cc3cc4c(cc3[nH]c2=O)OCO4)c2nnnn2C(C)(C)C)CC1 (stereo not drawn)	1.1	0	-6	94	0
18	Nn1c(SCC(=O)Nc2ccccc2)nnc1-c1cccnc1	1	2	-2	98	-2
19	CCN1CCN(C(c2ccccc2F)c2nnnn2Cc2ccc3c(c2)OCO3)CC1 (stereo not drawn)	0.98	5	-4	108	-11
20	CC(C)NCC(O)COCc1ccc(Cl)cc1 (stereo not drawn)	1	6	-1	153	-2
21	CCCOc1cccc(OCCSc2nc(C)cc(=O)[nH]2)c1	1	-3	-2	83	-2
22	O=C1c2ccccc2NC(c2ccc3c(c2)OCCO3)N1c1ccc2c(c1)OCCO2 (stereo not drawn)	1	·	·	133	-9
23	CCOc1ccc(OCc2ccc(C(=O)NCc3ccncc3)o2)cc1	1	0	-7	105	-7
24	O=C(CCN1C(=O)C2CC=C(Cl)CC2C1=O)N1CCCCC1 (stereo not drawn)	1	3	-1	98	2
25	Cc1c(C)n(C(=O)CN2CCC(C(N)=O)CC2)c2ccccc12	1	-12	-2	94	2
26	O=C(CSc1nnc2ccccn12)NCCN1C(=O)CSC1=O	0.97	-6	-3	72	-6
27	Cc1ccc(-c2n[nH]c(=O)c3ccccc23)cc1N	1	2	-2	69	-1
28	CCOc1cccc2sc(NC(=O)c3ccc(Br)s3)nc12	1.1	-4	2	68	-12
29	Cc1nnc(SC(C)C(=O)NCC2CCCO2)n1-c1ccccc1 (stereo not drawn)	1	2	-1	55	-5
30	CCN(CC)CC(C)(C)NS(=O)(=O)c1ccc(Cl)cc1	1	-3	0	94	-3

item	Fluor 339 460	PKA kinase inh	ROCK2 inh	MKP-1 inh
16	1.1	-5	·	17
17	3.9*	11	5	19
18	0.97	1	1	11
19	1	15	9	5
20	1.1	-3	3	1
21	1.1	8	8	7
22	1.4	9	·	13
23	1.1	-5	0	9
24	1.1	6	6	13
25	1.1	9	10	-2
26	1.1	-5	1	12
27	1.1	-10	8	-17
28	2.1*	9	1	4
29	1	-3	0	38
30	1	1	1	17

The results go on.
item	structure	Abs 340nm	JNK3 inh	Hsp90 inh	HER2 expr 66K	Cdc25B block
31	COCC(=O)Nc1ccc(Nc2ccccc2)cc1	1.1	-10	38	98	-1
32	COc1ccc(-n2c(Cc3cccn3C)nnc2SCC(=O)Nc2cc(C)cc(C)c2)cc1	1	-2	-2	82	-4
33	O=C(CSc1nnc(Cc2ccccc2)n1C1CCCCC1)N1CCOCC1	0.99	-1	0	77	-12
34	Cc1cc2cc(CN(Cc3ccc4c(c3)OCO4)Cc3nnnn3C3CCCC3)c(=O)[nH]c2cc1C	1	-1	2	60	-5
35	CC(=O)OCC(OC(C)=O)C(OC(C)=O)C(OC(C)=O)C(=O)Nc1ccccc1C (stereo not drawn)	1	-4	-2	86	1
36	CCCCc1cc2c(c(NC(C)=O)n1)c(=O)oc1ccccc12	1	1	0	72	-37
37	NC(=O)CCn1nc(-c2ccc(Cl)cc2)c2ccccc2c1=O	1	-4	-9	100	1
38	CC(=O)c1ccc(N2CCN(C(=O)c3ccco3)CC2)c(F)c1	1.1	-9	-7	165	1
39	O=C(NCc1ccccc1)c1cc(=O)nc2sc(-c3ccccc3)nn12	1	·	-6	99	-19
40	Cc1ccccc1CSc1nnc(C)c(=O)[nH]1	1	1	-1	96	1
41	COCCNC(=O)c1ccccc1-c1nc(-c2ccccc2Cl)no1	1	2	-7	172	9
42	CN(C(=O)C1CCOC1)c1nnc(-c2cccnc2)s1 (stereo not drawn)	1	0	-2	94	-5
43	CCn1ccc(C(=O)Nc2ccc(S(=O)(=O)Nc3ccccc3OC)cc2)n1	1	·	-3	79	4
44	CN(c1ccccc1)c1nc2ccsc2c(=O)s1	1.1	·	-3	113	0
45	O=c1oc2ccccc2c(O)c1/C=N/c1ncccn1	0.99	-8	0	67	4

item	Fluor 339 460	PKA kinase inh	ROCK2 inh	MKP-1 inh
31	1.1	10	8	-8
32	1.1	-4	-3	39
33	1.1	8	3	5
34	1.5	-5	0	11
35	1.1	14	5	5
36	1.6	4	-1	0
37	1.1	-1	1	13
38	1.1	-7	-7	6
39	1.2	4	·	21
40	1	9	4	-8
41	1.1	1	-1	-13
42	1	10	0	1
43	1.1	4	·	26
44	1.2	5	·	6
45	1	2	-2	5

One compound at a time, as listed above. Values in the order: Abs 340nm	JNK3 inh	Hsp90 inh	HER2 expr 66K	Cdc25B block	Fluor 339 460	PKA kinase inh	ROCK2 inh	MKP-1 inh
O=c1oc2ccccc2c(O)c1/C=N/c1ncccn1 is listed as 0.99	-8	0	67	4	1	2	-2	5
CC(=O)OCC(OC(C)=O)C(OC(C)=O)C(OC(C)=O)C(=O)Nc1ccccc1C (stereo not drawn) is listed as 1	-4	-2	86	1	1.1	14	5	5

Next structures
item	structure	Abs 340nm	JNK3 inh	Hsp90 inh	HER2 expr 66K	Cdc25B block
46	CC(Sc1nncn1C)C(=O)Nc1nnc(C(C)C)s1 (stereo not drawn)	1	1	-1	·	0
47	CCN1CCN(C(c2cccs2)C(C)NC(=O)C(C)C)CC1 (stereo not drawn)	1.1	-5	2	119	3
48	Cc1ccccc1C(=O)Nc1cccc(N)c1	1	3	-6	107	-2
49	O=C1CCc2cc(S(=O)(=O)NC(Cc3ccccc3)C(=O)NCC3CCCO3)ccc2N1 (stereo not drawn)	1.1	-8	0	105	-7
50	O=C(C1CCN(S(=O)(=O)c2cccc3cccnc23)CC1)N1CCN(c2ccc(Cl)cc2)CC1	1.1	-8	0	85	-11
51	CS(=O)(=O)Nc1ccc(C(=O)N2CCCCC2)cc1	1	6	-4	103	0
52	O=S(=O)(c1cccc(S(=O)(=O)N2CCC(Cc3ccccc3)CC2)c1)N1CCOCC1	1.1	·	2	62	-7
53	Cc1cccc(OCCCC(=O)Nc2nccs2)c1	1	·	·	129	2
54	CCCCCCCCNC(C)C(O)c1ccc(SC(C)C)cc1 (stereo not drawn)	0.97	3	-5	87	-1
55	COCCN(C(=O)COc1ccccc1)c1nnc(-c2cccnc2)s1	1	4	-2	85	-16
56	N#Cc1cnn(-c2ccccc2)c1N	0.95	·	·	102	0
57	CCOC(=O)C1CCN(C2CC(=O)N(c3cccc(Cl)c3)C2=O)CC1 (stereo not drawn)	1	1	-2	117	-4
58	C=CCn1c(-c2ccc(OC)c(OC)c2)cs/c1=N\c1ccccn1	1.1	-5	-1	89	-11
59	COc1ccc(N2C(=O)CC(NC34CC5CC(CC(C5)C3)C4)C2=O)c(OC)c1 (stereo not drawn)	1	3	-5	91	-7
60	OCCOCCn1c(-c2ccccc2)nc(=S)c2c1CCCC2	1.2	-5	0	91	-12

item	Fluor 339 460	PKA kinase inh	ROCK2 inh	MKP-1 inh
46	1.1	-12	-1	4
47	1.1	-1	-4	7
48	1.1	-6	-2	1
49	1.1	6	-8	1
50	1.1	10	7	35
51	1.1	9	9	11
52	1.1	2	·	23
53	1.1	2	·	8
54	1	-12	-3	-15
55	1.2	12	5	-2
56	1.1	5	·	6
57	1.1	3	5	11
58	1.1	-6	-5	6
59	1.1	4	1	0
60	0.97	10	5	-11

Next part:
item	structure	Abs 340nm	JNK3 inh	Hsp90 inh	HER2 expr 66K	Cdc25B block
61	N#Cc1ccccc1OCC(=O)Nc1c(C(=O)C2CC2)oc2ccccc12	1	1	2	114	6
62	CC(C)NC(=O)CN1CCN(c2ncccn2)CC1	1	-2	3	176	3
63	CCCCn1c(SCC(=O)Nc2cc(C)on2)nc2ccccc2c1=O	1	-3	-2	101	-5
64	O=C(O)c1[nH]c2ccccc2c1CC(=O)N1CCOCC1	1	·	·	208	-3
65	CC(NC(=O)c1cccc(C(F)(F)F)c1)C1CCCO1 (stereo not drawn)	1	-3	-1	99	-6
66	CC(C)c1cc(=O)oc2c3c4c(cc12)CCCN4CCC3	1.1	2	-16	59	-6
67	COc1ccc(Cn2nnnc2C(c2ccc(N(C)C)cc2)N2CCC(C)CC2)cc1 (stereo not drawn)	1	-6	-1	64	-28

item	Fluor 339 460	PKA kinase inh	ROCK2 inh	MKP-1 inh
61	2.6*	7	2	-14
62	1.1	-3	-3	-16
63	1.3	8	8	27
64	1.1	-1	·	1
65	1	-2	0	-2
66	2.1*	-2	0	10
67	1	6	0	-6

An excerpt. The share of hits here may be higher or lower than overall.
